RECQ1 inh – qHTS Assay for Inhibitors of RecQ-Like Dna Helicase 1 (RECQ1); ATP-dependent DNA helicase Q1 (Homo sapiens), P46063; RECQ1 DNA unwinding, red fluorescence kinetic read; Potency, µM (highest dose often 57.3 µM), inactives show top-dose activity, negative = inhibition, actives largely listed as inhibitors; 240,000 compounds, 0.54% hits;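 further: plate controls were vehicle for no effect and no enzyme for full effect; nearly all actives have a fitted effect of over 30% in size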
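50 nM RECQ1T1 preincubated 15 min with compound in Tris pH 8.0 buffer with MgCl2, DTT, Tween-20 and 2.5 ug/ml poly(dI-dC); started with 200 nM TAMRA/BHQ-2 forked duplex and 2 mM ATP. Unwinding read as fluorescence (525/598 nm), two reads 2 h apart.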
GAA inhib – qHTS Assay for Inhibitors of Human alpha-Glucosidase as a Potential Chaperone Treatment of Pompe Disease; Lysosomal alpha-glucosidase (Homo sapiens), P10253; purified human GAA, 4-MU-alpha-glucoside fluorescence; Potency, µM (series often up to 76.9 µM), without a hit: at the highest dose activity change, negative = inhibition, hits mostly inhibitors; 200,000 compounds, 0.005% hits; AID 1466, 2008;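 further: plate controls were uninhibited enzyme wells for no effect and no-enzyme background for full effect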
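Fluorogenic assay: 4 nM human alpha-glucosidase with 400 uM 4-methylumbelliferyl-alpha-D-pyranoside in 50 mM citrate/phosphate, 0.005% Tween-20, pH 5.0, 20 min at room temperature. Compounds tested up to 77 uM; AC50 from Hill fits.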
GAA glycogen – qHTS Assay for Inhibitors and Activators of Human alpha-Glucosidase Cleavage of Glycogen; Potency, µM (highest dose often 76.4 µM), for the others: at the top dose activity change, negative = inhibition, hits mostly inhibitors; AID 2100, 2009; recombinant GAA, glycogen substrate, Amplex Red glucose oxidase fluorescence; Lysosomal alpha-glucosidase (Homo sapiens), P10253; 300,000 compounds, 0.38% hits;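 further: 0% = full enzyme reaction and -100% = no-enzyme basal signal; the screen sought inhibitors and activators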
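Recombinant human alpha-glucosidase (4 nM final) hydrolysed bovine liver glycogen (30 ug) for 40 min at 37 C in pH 5.0 citrate/phosphate with 0.01% Tween-20. Released glucose detected by glucose oxidase/Amplex Red, Ex 573/Em 610 nm. Compounds up to 77 uM; AC50 from Hill fits.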
TRb SRC2 PPI – qHTS for Inhibitors of the Interaction of Thyroid Hormone Receptor and Steroid Receptor Coregulator 2. Thyroid hormone receptor beta (Homo sapiens), P10828. TRbeta-SRC2 peptide binding, fluorescence polarization; receptor liganded with 1 µM T3. Potency, µM (top dose mostly 106 µM), without a hit: top-dose activity change, negative = inhibition, actives largely listed as inhibitors. 280,000 compounds, 0.065% hits. AID 1469, 2008;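 further: plate controls were bound peptide for no effect and peptide without receptor for full effect; nearly all actives have a fitted effect of over 50% in size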
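A fluorescence polarization screen tested compounds at multiple concentrations against complex formation between 0.6 uM TRb ligand-binding domain and 20 nM Texas Red SRC2 peptide, with 1 uM T3 present; readout after 5 hr.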
L3MBTL1 block – qHTS Assay for the Inhibitors of L3MBTL1; Potency, µM (doses to about 57.1 µM), for inactives: at the top dose activity, negative = inhibition, usual class: inhibitors; AID 485360, 2010; 230,000 compounds, 0.66% hits; Lethal(3)malignant brain tumor-like protein 1 (Homo sapiens), Q9Y468; AlphaScreen L3MBTL1–H3K9me1 peptide binding; further: nearly all actives have a fitted effect of over 60% in size
Target sequence (Q9Y468 whole entry, looked up): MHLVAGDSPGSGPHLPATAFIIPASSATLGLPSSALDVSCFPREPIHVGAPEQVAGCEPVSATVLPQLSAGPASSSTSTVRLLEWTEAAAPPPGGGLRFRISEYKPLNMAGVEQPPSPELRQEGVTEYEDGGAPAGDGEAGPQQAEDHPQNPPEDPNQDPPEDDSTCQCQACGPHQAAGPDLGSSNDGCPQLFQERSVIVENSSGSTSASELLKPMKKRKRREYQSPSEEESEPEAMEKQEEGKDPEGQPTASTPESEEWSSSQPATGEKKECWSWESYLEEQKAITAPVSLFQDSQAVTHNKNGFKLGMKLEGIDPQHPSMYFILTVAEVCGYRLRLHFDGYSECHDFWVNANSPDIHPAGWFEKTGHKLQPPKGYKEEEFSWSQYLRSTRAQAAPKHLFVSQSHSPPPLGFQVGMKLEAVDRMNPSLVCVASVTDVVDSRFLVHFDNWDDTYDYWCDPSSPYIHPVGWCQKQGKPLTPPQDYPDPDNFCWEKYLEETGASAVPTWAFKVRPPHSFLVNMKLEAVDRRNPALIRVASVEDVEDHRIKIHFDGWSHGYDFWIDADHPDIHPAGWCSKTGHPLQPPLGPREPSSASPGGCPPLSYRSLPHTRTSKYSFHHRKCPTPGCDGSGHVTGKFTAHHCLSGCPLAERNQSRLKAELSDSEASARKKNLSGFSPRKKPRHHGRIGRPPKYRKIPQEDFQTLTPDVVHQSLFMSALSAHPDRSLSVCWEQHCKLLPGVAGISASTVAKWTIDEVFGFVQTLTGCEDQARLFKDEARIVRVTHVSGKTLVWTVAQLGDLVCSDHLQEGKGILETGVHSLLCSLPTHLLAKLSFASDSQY
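L3MBTL1 (50 nM) pre-complexed 30 min with biotinylated H3(1-15)K9me1 peptide (75 nM), then compounds added for 30 min at room temperature; AlphaScreen streptavidin donor/nickel chelate acceptor beads (10 ug/mL final) read after 30 min dark incubation.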
aGlu spleen mod – qHTS Assay for Inhibitors and Activators of Human alpha-Glucosidase From Spleen Homogenate | human spleen homogenate, 4-MU-alpha-glucoside fluorescence | 240,000 compounds, 0.006% hits | AID 2112, 2009 | Potency, µM (doses to about 79.9 µM), for the others: top-dose activity change, negative = inhibition, hits mostly inhibitors;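 further: 0% = enzyme with vehicle and -100% = no enzyme basal signal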
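Human spleen homogenate (1 ug) incubated with compounds and 1 mM 4-methylumbelliferyl-alpha-D-glucopyranoside in pH 5.0 citrate/phosphate buffer, 37 C, 40 min. Stopped at pH 10; 4-MU fluorescence (Ex 365/Em 440 nm); AC50 by Hill fit.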
TexasRed fluor – Total Fluorescence Counterscreen for Inhibitors of the Interaction of Thyroid Hormone Receptor and Steroid Receptor Coregulator 2; TRb/SRC2 Texas Red total fluorescence interference; Potency, µM (highest dose often 106 µM), inactives show at the top dose fluorescence change, negative = quenching; AID 1479, 2009; 280,000 compounds, 0.29% hits; active means well fitted curve in either direction with a large enough effect; inconclusive means small, poorly fitted or top-dose-only effect
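Human TRβ ligand-binding domain (0.6 uM) and Texas Red SRC2 peptide (20 nM) in Tris buffer with 1 uM T3 and 5% DMSO were incubated with pinned compound for 5 hr at ambient temperature. Total fluorescence was computed as S + 2P (555/632 nm).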
RGS12 GoLoco inh – qHTS Assay for Inhibitors of RGS12 GoLoco Motif Activity (Red Fluorophore) | 230,000 compounds, 0.44% hits | Gai1:RGS12 GoLoco peptide FP, rhodamine, 10 min | AID 880, 2007 | Potency, µM (highest dose often 61.6 µM), for inactives: top-dose activity, negative = inhibition, hits mostly inhibitors; active means well fitted inhibition curve with a large enough effect, not every such curve was filed as active; inactive means no such curve, though single readings can be large or run the other way; further: nearly all actives have a fitted effect of over 30% in size; many of its hits are not listed in these tables
Numbers without * were called inactive; i = inactive; ? = inconclusive; . = no result given; & = joins results of further samples; [ ] = remark or other dose. Unless noted, the call rests on the fitted dose curve; in most records, active means well fitted curve in the direction sought with a large enough effect; inconclusive means small, poorly fitted or top-dose-only effect, or another doubt; inactive means no such curve, though single readings can be large; an effect the other way counts as inactive or inconclusive. Unless noted, on the % scale 0 is the no-effect control and ±100 the full control effect; potency means the concentration at half of the fitted maximal effect. An excerpt (hit frequency here may not be typical).

SMILES | RECQ1 inh | GAA inhib | GAA glycogen | TRb SRC2 PPI | L3MBTL1 block | aGlu spleen mod | TexasRed fluor | RGS12 GoLoco inh
N#CCCn1cc(C(=O)Nc2ccc(C(=O)O)cc2)c(-c2cccs2)n1 | i | 6% | -12% | 7% | 15% | -2% | -3% | -5%
Cc1ccc(CN2CCN(Cc3ccon3)CC2CCO)cc1 (stereo unspecified) | i | . | -5% | -8% | 6% | -1% | 3% | 10%
COC(=O)C(Cc1ccc(O)cc1)NC(=O)CCC(=O)Nc1ccc(S(N)(=O)=O)cc1 (stereo unspecified) | i | -17% | 5% | 3% | 1% | 6% | 2% | -9%
CCn1c(NC(=O)Nc2cccc(C)c2C)cc2sccc21 | -9% | ? | 21% | -10% | . | -5% | 1% | 52%[activator]
C=C(C)C(O)/C=C/c1ccc(C(F)(F)F)cc1 (stereo unspecified) | -6% | . | . | 10%&4% | . | -2%&5% | 1%&-1% | 0%&1%
CC(=O)Nc1ccc(NC(=O)CCn2cnnn2)cc1 | 0% | 4% | 1% | 1% | 20% | -3% | -1% | 4%
O=C(O)c1cc(=O)c2c(Cl)cc(Cl)cc2[nH]1 | -11%&-6%&-2% | . | . | -1%&5%&-2%&-6% | . | 2%&-8%&-2%&3% | -5%&-4%&1%&-1% | 10%&9%&5%&14%
COC(=O)c1c(Oc2nc(OC)cc(OC)n2)cccc1Oc1nc(OC)cc(OC)n1 | -17% | -3% | -4% | -1% | 1% | 2% | -8% | 10%
CC(=O)Nc1ccc(S(=O)(=O)N2CCN(c3nnnn3-c3ccccc3)CC2)cc1 | i | 7% | 9% | 0% | 10% | 1% | -3% | -5%
COC(=O)c1c(C)oc2ccc(OC(=O)N3CCOCC3)cc12 | i | -1% | -2% | -1% | 3% | -1% | -4% | 9%
CCc1nnc(NC(=O)C2CCCN2C(=O)NC2CCCCC2)s1 (stereo unspecified) | 5% | 2% | 8% | 3% | . | 4% | 3% | 8%
CC(C)(C)C(=O)OCc1nc(-c2ccc(C(F)(F)F)cc2)cs1 | -2% | -8% | 0% | 1% | 60%[activator] | -1% | -8% | -5%
O=C(Nc1ccn(Cc2cccc3ccccc23)n1)c1cccnc1 | i | 3% | -19% | -3% | -3% | 1% | -4% | 2%
COc1ccc(C2CC(=O)c3cnc(NC(=O)c4cccc(OC)c4)nc3C2)cc1 (stereo unspecified) | -6% | 0% | -3% | 10% | 1% | -3% | -1% | 7%
O=S(=O)(Nc1nc2ccccc2nc1NCCN1CCOCC1)c1cccc(Cl)c1 | i | -7% | -9% | 5% | 3% | 6% | 3% | 0%
CCOc1ccc(CCNS(=O)(=O)c2ccc3c(c2)NC(=O)CC(=O)N3)cc1OCC | i | 1% | -12% | 2% | -12% | -7% | -2% | -13%
O=C(NNC(=O)C1CCCCC1)c1cnccn1 | -4% | 0% | 4% | -21% | 11% | -12% | -2% | 4%
COc1ccc(C2(CNC(=O)Cc3ccc(OC)c(OC)c3)CCOCC2)cc1 | -2% | -4% | -4% | -15% | 3% | -13% | -1% | 3%
O=c1c2sccc2nc(SCc2cc(=O)n3ccccc3n2)n1Cc1ccccn1 | -1% | 5% | -10% | -2% | 4% | 0% | 5% | 0%
Cc1[nH]n(-c2ccccc2)c(=O)c1N=Nc1ccc2c(c1)OCO2 | -27% | -8% | 1% | 2% | . | -11% | 0% | 4%
COc1ccc(/C=C2\COc3ccccc3C2=O)cc1OC | i | -3% | -3% | -6% | -1% | -23% | -3% | 7%
CCC(C(=O)NCc1cccnc1)c1ccccc1 (stereo unspecified) | i | 12% | -8% | 1% | 8% | -5% | -2% | 12%
Cc1onc(-c2ccccc2Cl)c1C(=O)OCn1nnc2ccccc2c1=O | -12% | -4% | 1% | 1% | 1% | -5% | -4% | -7%
CC(C)(C)C(=O)Cn1ncc(NC2CC2)c(Br)c1=O | -6% | -3% | 5% | -9% | 6% | -10% | -1% | 0%
COC(=O)Cc1c(C)nc2nc(Cc3ccccc3)[nH]n2c1=O | -3% | 3% | -1% | -3% | . | 9% | -1% | 3%
COC(=O)c1ccc(CSc2nc3c(cnn3-c3ccc(F)cc3)c(=O)[nH]2)o1 | 1% | -5% | 5% | -12% | -5% | -5% | -2% | 14%
COc1cc(/C=N/NC(N)=O)ccc1OCC(=O)Nc1ccc(C)c(C)c1 | -3% | 6% | 5% | 1% | -3% | -9% | -3% | 34%[activator]
O=C(COC(=O)c1ccc(Cl)nc1)NCc1ccc2c(c1)OCO2 | -18% | 0% | 17% | -3% | -4% | -4% | -3% | 8%
Cc1c(-c2ccccc2)oc2c(C(=O)OCC(=O)Nc3ccc(C(N)=O)cc3)cccc2c1=O | -1% | 6% | 2% | -2% | 3% | -15% | 0% | 16%
CCC(Sc1nc(C)cc(C)n1)C(=O)NC1=NN=C(c2ccc(C)cc2)CS1 (stereo unspecified) | -1% | ? | 15% | -3% | -9% | -9% | -6% | 6%
CCOC(=O)C(=CNc1ccc(C#N)cc1)C(=O)OCC | i | 0% | 7% | 2% | -18% | -6% | -3% | 3%
O=C(COC(=O)Cn1cnc2ccccc21)NCCc1ccccc1 | -15% | 4% | 7% | 5% | 8% | 2% | 1% | -2%
CCC(=O)Nc1ccc2c(c1)nc(CN1CCCCC1)n2C | i | 14% | 9% | -1%[53 µM] | -1% | 1% | -2%[53 µM] | 14%
C=C(C)CNC(=S)N1CCN(C(c2ccccc2)c2ccccc2)CC1 | -30% | -14% | -4% | -11% | . | -13% | 2% | 0%
NC(=O)c1ccccc1N=Cc1ccc2ccccc2c1 | i | -1% | -5% | -4% | 0% | -2% | -1% | 4%
Cc1cc(C)nc(N/N=C/c2sccc2C)n1 | i | -10% | -20% | 5% | -6%[11.4 µM] | -5% | -2% | 20%
O=C(NCCCn1ccnc1)c1cn(-c2ccccc2)nc1-c1ccccc1 | i | 1% | 1% | -4% | . | 6% | 1% | -1%
COc1ccc(-c2nn3cnnc3s2)cc1OC | i | -9% | 3% | 8% | 6% | 0% | 2% | 8%
C=CCOC(=O)C1=C(C)NC(SCC(=O)N(CC)CC)=C(C#N)C1c1ccco1 (stereo unspecified) | -1% | -11% | -1% | -11% | -14% | -15% | -7% | -3%
Cc1cc(C)nc(N/N=C/c2ccc3c(c2)OCCO3)n1 | 0% | 3% | ? | -5% | -10% | -9% | -2% | 3%

Overlap with the part before: 3 compounds, followed by the next part.
SMILES | RECQ1 inh | GAA inhib | GAA glycogen | TRb SRC2 PPI | L3MBTL1 block | aGlu spleen mod | TexasRed fluor | RGS12 GoLoco inh
COc1ccc(-c2nn3cnnc3s2)cc1OC | i | -9% | 3% | 8% | 6% | 0% | 2% | 8%
C=CCOC(=O)C1=C(C)NC(SCC(=O)N(CC)CC)=C(C#N)C1c1ccco1 (stereo unspecified) | -1% | -11% | -1% | -11% | -14% | -15% | -7% | -3%
Cc1cc(C)nc(N/N=C/c2ccc3c(c2)OCCO3)n1 | 0% | 3% | ? | -5% | -10% | -9% | -2% | 3%
COc1cc([C@@H]2CC(=O)c3c(O)cc(O)cc3O2)ccc1O | 1% | . | . | -5% | . | 16% | -4% | .
COC(=O)CCS(=O)(=O)c1ccc(Cl)c(Cl)c1 | -4% | -4% | -29% | 0% | -10% | -9% | -8% | -8%
NC(=O)C1=C[C@H](c2ccc(Br)cc2)C[C@H](OCc2ccc(CO)cc2)O1 | 0% | . | -15% | 1% | -5% | -5% | -4% | 1%
O=C(O)c1c[nH]c(=S)n1-c1ccc(F)cc1 | -13% | -13% | 6% | -8% | 13% | 5% | -4% | -14%
C[C@H]1Cc2c(COc3ccccc3)nc3c(c2CO1)CN(S(=O)(=O)c1ccc(Cl)c2nonc12)CC3 | 6%[11.5 µM] | . | . | -4%[11.2 µM] | . | -8%[17.4 µM] | -5%[11.2 µM] | -3%[14.2 µM]
O=C(NC(=S)Nc1cccc(S(=O)(=O)NC2=NCCC2)c1)c1cc(-c2ccco2)nc2ccccc12 | -21% | -1% | -7% | 6% | ? | -6% | -3% | 10%
O=C(Nc1cc(S(=O)(=O)N2CCOCC2)ccc1N1CCCCC1)c1cc(-c2ccccn2)nc2ccccc12 | -6% | -6% | 7% | 4% | -1% | 5% | -1% | -1%
O=C(N1CCOCC1)N(Cc1ccco1)CC1CCCO1 (stereo unspecified) | -1% | -9% | 13% | -7% | -4% | -2% | -2% | 0%
c1ccc(Oc2cc(-n3cncn3)ncn2)cc1 | 0% | -3% | -7% | 1% | 2% | 4% | -3% | 7%
CCc1nc2ccccc2nc1N1CCN(S(=O)(=O)c2ccc(Cl)cc2)CC1 | i | . | -2% | -1% | 18% | 4% | -2% | 6%
NC(N)=N/N=C/c1ccc(Cl)cc1Cl | -3% | . | 3% | 2% | 5% | -3% | 1% | 4%
Cc1ncc([N+](=O)[O-])n1CCOC(=O)NC(Nc1ccc(F)cc1)C(Cl)(Cl)Cl (stereo unspecified) | 1% | . | -1% | 4% | . | -5% | -3% | 9%

Given as tab-separated lines: 2 of the compounds above.
structure	RECQ1 inh	GAA inhib	GAA glycogen	TRb SRC2 PPI	L3MBTL1 block	aGlu spleen mod	TexasRed fluor	RGS12 GoLoco inh
CCc1nc2ccccc2nc1N1CCN(S(=O)(=O)c2ccc(Cl)cc2)CC1	i	.	-2%	-1%	18%	4%	-2%	6%
NC(N)=N/N=C/c1ccc(Cl)cc1Cl	-3%	.	3%	2%	5%	-3%	1%	4%
